From PubChem BioAssay
S1P2 blocker – S1P2 (human) receptor antagonism; cell-based S1P2 antagonist assay, inhibition at 5 uM; O95136; inhibition, % at 5 µM; 97,000 compounds, 0.21% hits; in the data active = inhibition above about 45%;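 also: CRE beta-lactamase reporter cells expressing human S1P2 stimulated with S1P; 0% = agonist at EC80 alone and 100% = agonist plus reference antagonist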
Target sequence (O95136 whole entry, looked up): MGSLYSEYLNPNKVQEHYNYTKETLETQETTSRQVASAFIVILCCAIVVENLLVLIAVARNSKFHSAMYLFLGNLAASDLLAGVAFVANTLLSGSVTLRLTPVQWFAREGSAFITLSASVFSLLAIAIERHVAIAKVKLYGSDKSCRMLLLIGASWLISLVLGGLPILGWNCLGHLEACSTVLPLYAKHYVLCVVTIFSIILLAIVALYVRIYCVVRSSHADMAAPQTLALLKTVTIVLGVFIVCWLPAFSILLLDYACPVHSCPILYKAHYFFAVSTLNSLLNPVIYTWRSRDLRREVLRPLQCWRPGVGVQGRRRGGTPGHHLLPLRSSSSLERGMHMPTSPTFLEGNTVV
CYP2C19 act – cytochrome P450 2C19 (human) activation | P33261 | recombinant CYP2C19, luciferin-H EGE luminescence; stronger effect = higher value; 0 = fully inhibited enzyme, 1 = untreated enzyme | 96,000 tested, under 10 active | activation factor at 5 µM;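 active = activation factor of at least 2 at 5 µM in the primary screen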;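 also: 0 = wells with 2.5 mM tranylcypromine and 1 = vehicle-only wells; values of inactives mirror those of a sister screen read the other way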
sEH act – activators of human soluble epoxide hydrolase; activation, % at 2 µM; P34913; 91,000 compounds, 0.04% hits; purified human sEH enzymatic activity, activator screen; in the data active = activation above about 37%; also: values of inactives mirror those of a sister screen read the other way
Target sequence (P34913 whole entry, looked up): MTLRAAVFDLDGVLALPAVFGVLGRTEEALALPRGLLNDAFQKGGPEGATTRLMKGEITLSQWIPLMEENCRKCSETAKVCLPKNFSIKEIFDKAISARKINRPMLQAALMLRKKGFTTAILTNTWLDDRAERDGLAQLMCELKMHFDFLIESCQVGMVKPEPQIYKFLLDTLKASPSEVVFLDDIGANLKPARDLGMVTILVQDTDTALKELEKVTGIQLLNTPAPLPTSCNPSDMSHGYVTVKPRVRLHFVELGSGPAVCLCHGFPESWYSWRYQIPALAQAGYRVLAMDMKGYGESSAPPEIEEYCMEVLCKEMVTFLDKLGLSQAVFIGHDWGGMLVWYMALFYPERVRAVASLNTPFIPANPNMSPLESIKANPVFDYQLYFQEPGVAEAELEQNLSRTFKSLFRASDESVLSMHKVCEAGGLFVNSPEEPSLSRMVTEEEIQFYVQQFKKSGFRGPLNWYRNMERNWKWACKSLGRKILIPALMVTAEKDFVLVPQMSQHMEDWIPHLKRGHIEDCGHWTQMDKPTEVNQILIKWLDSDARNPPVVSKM
PostGolgi ctrl – growth of the yeast control strain, post-Golgi counter-screen; efflux-deficient yeast background strain, growth absorbance A615, 16 h; inhibition, % at 10 µM; 98,000 compounds, 5% hits; AID 738
sEH inh – inhibitors of human soluble epoxide hydrolase; recombinant human sEH enzymatic activity assay; inhibition, % at 2 µM; 91,000 compounds, 0.34% hits; AID 707; in the data active = inhibition above about 80%; also: values of inactives mirror those of a sister screen read the other way; many of its hits are not listed in these tables
S1P2 ag – agonists of human S1P2 receptor; S1P2-expressing cell line, agonist reporter read-out; O95136; activation, % at 4.5 µM; 97,000 compounds, 0.46% hits; in the data active = activation above about 16%;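 also: 0% = vehicle low control and 100% = maximal reference agonist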
PostGolgi yeast – growth inhibition of a yeast mutant, post-Golgi transport screen | post-Golgi transport phenotypic cell assay | inhibition, % at 10 µM | 98,000 compounds, 0.9% hits | AID 739;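 also: yeast cells grown in 1536-well plates; yeast grown about 18 h at 30C before absorbance read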
CYP2C19 inh – inhibitors of human CYP2C19 | inhibition, % at 5 µM | P33261 | AID 778 | CYP2C19 Supersomes, luciferin-H EGE luminescence, 30 min | 96,000 compounds, 21% hits;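 active = CYP2C19 inhibition above a set limit at 5 µM in the primary screen, cut at about 50% in these data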;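 also: plate controls were negative control wells for no effect and 2.5 mM tranylcypromine positive control for full effect; values of inactives mirror those of a sister screen read the other way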
hDAT+cocaine – human DAT dopamine uptake with cocaine, either direction | B-score at 10 µM | 110,000 compounds, 1.3% hits | AID 449768 | LLC-PK1 hDAT cells, [14C]-dopamine uptake with cocaine IC80; actives deviate in either direction | Q01959;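 active = Z score or B-score, a plate-position-corrected score, falls beyond the plate's 99.7% confidence bounds, in either direction; inactive = both scores lie inside the 99.7% bounds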;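 also: scored against the spread of the other compound wells on the same plate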
* = called active by the depositor; · = no result given. Rule as the data show it, unless noted: active = inhibition above about 30%; inactive = the rest.

Every second line gives: S1P2 ag	PostGolgi ctrl	sEH inh	CYP2C19 inh	PostGolgi yeast	S1P2 blocker	hDAT+cocaine	sEH act	CYP2C19 act
Cc1cc(C)nc(NS(=O)(=O)c2ccc(N/C=C\C(=O)c3ccc(Cl)cc3)cc2)n1
→ -3	0	-8	-3	-1	7	0.73	10	1
CC(=O)c1c(C)[nH]c(C(=O)Nc2cccnc2)c1C
→ -4	13	12	10	-3	7	1.5	-10	0.9
Cc1ccccc1NS(=O)(=O)c1cc(C(=O)N2CCCC2)ccc1C
→ -4	4	-6	20	1	31	-0.014	0	0.8
Cc1nc2sc(C(c3ccc(C(C)C)cc3)N3CCN(CCO)CC3)c(O)n2n1 (centres undefined)
→ ·	6	·	2	-2	·	0.046	·	1
COc1ccc(Cn2c(SCc3ccc(C)cc3)nc3cc(OC)c(OC)cc3c2=N)cc1Cl
→ -7	68*	-10	-4	33*	-4	-0.5	8	1
COc1cccc(N(C(=O)c2ccco2)C(C(=O)NC2CCCC2)c2ccc(N(C)C)cc2)c1 (centres undefined)
→ -5	2	5	38	-3	5	-0.96	-9	0.6
NC(=O)c1csc(-c2ccncc2)n1
→ -5	23	-5	-15	-4	27	-0.069	5	1.1
CCc1cccc(C)c1NC(=O)C(c1ccccc1)N1CCC1=O (centres undefined)
→ -6	15	-4	-15	5	7	0.45	4	1.1
CN1C(=O)CC(N2CCC(C(N)=O)CC2)C1=O (centres undefined)
→ -3	·	4	·	·	-7	0.35	-1	·
COc1ccc(C(=O)N2CCN(C(=O)c3ccco3)CC2)cc1
→ ·	2	·	3	-3	·	0.66	·	1
CCn1ncc(C2=NOC(C(=O)Nc3ccccc3C(=O)OC)C2)c1C (centres undefined)
→ ·	14	·	35	15	·	1.8	·	0.6
CCOC(=O)N1CCC(n2c(=S)[nH]c3ccccc3c2=O)CC1
→ -1	7	15	14	-9	-4	-0.52	-13	0.9
COC(=O)c1cc2oc(C)cc2n1CC(=O)Nc1ccc(C)c(C)c1
→ -6	2	-12	37	-10	-15	-0.51	11	0.6
Cc1ncoc1C(=O)Nc1ccccc1-c1ccccc1
→ -5	5	-13	16	3	6	0.35	9	0.8
CN(CC(=O)NC(c1ccccc1)c1ccccc1)Cc1nc2ccccc2c(=O)[nH]1
→ -8	1	10	49	-4	13	2	-8	0.5
O=C(NCCOc1ccccc1)c1ccccc1
→ -3	2	-9	61*	-10	5	-1.3	8	0.4
Cc1ccnc(NC(=O)Nc2ccc(F)cc2)c1
→ -6	5	19	18	-6	-2	-0.2	-17	0.8
O=C(COC(=O)c1cc[n+]([O-])cc1)NCC12CC3CC(CC(C3)C1)C2
→ -3	-3	8	-4	-5	-10	-0.85	-7	1
CCC1SC(N)=NC1=O (centres undefined)
→ 0	10	-1	-16	0	-5	-1.7	4	1.2
COc1cc(C)c(Br)cc1S(=O)(=O)N1CCOCC1
→ -2	-3	-6	·	1	0	-0.12	3	·
COc1cccc(NC(=O)c2oc3ccccc3c2NC(=O)C2CC2)c1
→ -8	11	-7	23	8	12	-0.94	8	0.8
CCOC(=O)CSc1nc2sccc2c(=O)[nH]1
→ -1	17	26	4	-2	3	-0.7	-26	1
COc1ccc(NC(=O)CN2CCC(n3c(C)nc4cc(F)ccc43)CC2)c(OC)c1
→ 13	4	1	35	-1	-17	·	-2	0.6
Cc1ccc(S(=O)(=O)Oc2ccc(C)cc2/C=N/N=C2\NC(=O)C(C)S2)cc1 (centres undefined)
→ -3	28	15	·	0	16	2.6	-16	·
COc1ccc(OC)c(-c2cn(S(=O)(=O)c3ccccc3)nc2N)c1
→ -5	18	6	22	-11	17	-0.21	-4	0.8
CN(C(=O)Cn1c(=O)n(CCCCC(=O)NC2CCCC2)c(=O)c2ccccc21)C1CCCCC1
→ -3	·	8	·	·	0	·	-3	·
O=C(COC(=O)C12CC3CC(CC(C3)C1)C2)N1CCN(S(=O)(=O)c2ccccc2)CC1
→ 0	12	-5	1	-5	16	-1.3	3	1
O=C(COc1ccccc1Cl)c1ccc2c(c1)CCCC2
→ -1	7	7	0	-4	-7	·	-7	1
COc1ccccc1NC(=O)CSc1nnc(C)n1CC1CCCO1 (centres undefined)
→ -1	·	-6	·	·	-3	-0.68	11	·
COc1ccc(OC)c(C2CC(=O)Nc3cc(OC)c(OC)c(OC)c32)c1 (centres undefined)
→ -2	8	3	27	1	-16	-0.079	-2	0.7
O=C(C1CCCC1)N(c1ccccc1)C1C=CS(=O)(=O)C1 (centres undefined)
→ ·	11	·	4	2	·	-1.4	·	1
O=C(Cn1nc(-c2ccccc2)ccc1=O)NCC1CCCO1 (centres undefined)
→ -7	18	-6	-20	10	8	-0.83	4	1.2
Cc1cc(Cl)ccc1OCC(=O)Nc1ccccc1CO
→ -4	30	7	58*	-3	-8	0.99	-7	0.4
Cc1nc(NC(C)c2ccccc2)c2c3c(sc2n1)CCC3 (centres undefined)
→ -3	15	2	84*	-3	8	-0.4	-2	0.2
COc1ccc(C2c3c(oc4ccccc4c3=O)C(=O)N2CC2CCCO2)cc1 (centres undefined)
→ -9	4	-11	20	-5	1	-0.18	8	0.8
Cc1nnc(N)nc1C
→ -1	12	-16	3	3	3	0.084	14	1
CC1=C(C(=O)Nc2ccccc2C)C(c2ccc(C)o2)C2=C(CCCC2=O)N1 (centres undefined)
→ ·	9	·	69*	23	·	0.083	·	0.3
CC(C)(C)C1CCc2c(sc(NC(=O)c3cccs3)c2C(=O)N2CCCCC2)C1 (centres undefined)
→ -2	-1	-4	-6	18	3	-0.66	4	1.1
Cc1onc(-c2ccccc2Cl)c1C(=O)NCCN1Cc2ccccc2C1=O
→ 0	-5	-7	75*	-3	-4	0.33	8	0.2
CC1CN(Cc2cc(=O)[nH]c(C3CC3)n2)CC(C)O1 (centres undefined)
→ 0	-8	-8	12	-1	6	-6.8*	10	0.9
Cc1ccc(NC(=O)NC2(C(=O)NCc3ccccc3)CCCCC2)cc1
→ -4	4	·	39	7	37	0.061	·	0.6
Cc1ccccc1-c1nnc(-c2ccc(Br)cc2)o1
→ -4	7	-16	6	-8	11	-0.45	16	0.9
COCCOC(=O)/C=C1/NC(=O)CS1
→ -2	20	-2	-13	3	2	-0.42	2	1.1
Cc1cc(N2CCOCC2)c2c(N)c(C)cc(C)c2n1
→ -6	8	1	8	-7	-9	-0.027	0	0.9
CCCCCn1c(=O)[nH]c2cc(C(=O)NCCCN3CCC(C)CC3)ccc2c1=O
→ -6	-3	·	38	-3	5	-0.13	·	0.6
CCn1c(CSc2nc3ccccc3s2)nnc1SCC(=O)c1ccc2c(c1)OCCO2
→ -11	26	8	·	3	1	0.61	-7	·
COc1cc2cc(C(c3nnnn3C3CCCC3)N3CCCCC3)c(=O)[nH]c2cc1OC (centres undefined)
→ -7	13	-9	13	0	-1	0.66	5	0.9
Cc1ccc(S(=O)(=O)c2n[nH]n3c2nc(=O)c2ccccc23)cc1
→ 0	27	15	-5	-5	17	0.35	-14	1.1
Cn1c2ccccc2c2ncn(CCN3CCOCC3)c(=O)c21
→ -4	-8	-5	50	-8	-19	0.056	4	0.5
c1cnc2ccc(C(c3nnnn3C3CCCC3)N3CCN4CCCC4C3)cc2c1 (centres undefined)
→ -6	5	-2	3	-3	-14	0.5	1	1
O=C(Nc1ccc2c(c1)OCCO2)C1CCCN(S(=O)(=O)c2cccnc2)C1 (centres undefined)
→ ·	3	·	-1	0	·	0.51	·	1
COc1ccc(OC)c(-c2csc3nnc(SCC(=O)Nc4ccc(NC(C)=O)cc4)n23)c1
→ -7	-2	7	24	-16	-5	-0.16	-8	0.8
CCn1c(SCC(=O)c2c[nH]c3ccccc23)nnc1-c1cccs1
→ -2	2	6	70*	-2	-29	0.11	0	0.3
O=S(=O)(NCCSCc1ccc(Cl)c(Cl)c1)c1ccc2c(c1)OCCO2
→ -8	·	12	·	·	-14	0.51	-13	·
O=C(O)C1CC=CCC1C(=O)Nc1ccccc1Cl (centres undefined)
→ ·	16	·	-10	-8	·	0.33	·	1.1
COc1ccccc1-c1c(C)nn2c(C)c(C(C)=O)cnc12
→ -4	6	-10	55*	-3	-11	-0.082	14	0.4
O=C(Cn1c(=O)oc2ccccc21)N1CCN(c2ccc(N3CCOCC3)nn2)CC1
→ -1	-7	-16	4	3	4	0.48	13	1
COc1ccc(C(=O)SC2=NCCS2)cc1OC
→ -6	16	-8	25	-1	-11	-0.034	12	0.8
CC1(C)Cc2ccccc2-c2nnc(-c3ccccn3)n21
→ -6	9	12	-13	-6	-5	-1.1	-12	1.1
Cc1ccc(-c2nnc(SCC(=O)n3c4c(c5ccccc53)CCCC4)o2)cc1
→ -2	1	7	-19	-4	9	·	-6	1.2

Full records from above.
CN1C(=O)CC(N2CCC(C(N)=O)CC2)C1=O (centres undefined) in the list: S1P2 ag: -3; PostGolgi ctrl: ·; sEH inh: 4; CYP2C19 inh: ·; PostGolgi yeast: ·; S1P2 blocker: -7; hDAT+cocaine: 0.35; sEH act: -1; CYP2C19 act: ·
O=C(C1CCCC1)N(c1ccccc1)C1C=CS(=O)(=O)C1 (centres undefined) in the list: S1P2 ag: ·; PostGolgi ctrl: 11; sEH inh: ·; CYP2C19 inh: 4; PostGolgi yeast: 2; S1P2 blocker: ·; hDAT+cocaine: -1.4; sEH act: ·; CYP2C19 act: 1

New compounds follow.
Every second line gives: S1P2 ag	PostGolgi ctrl	sEH inh	CYP2C19 inh	PostGolgi yeast	S1P2 blocker	hDAT+cocaine	sEH act	CYP2C19 act
CC1CCN(CCC(=O)Nc2ccc(Br)cc2)CC1
→ -1	·	21	·	·	6	-0.094	-17	·
COc1ccc(CCNC(=O)C(C)Sc2ccccc2)cc1OC (centres undefined)
→ -4	-10	-3	56*	-3	-4	-0.37	5	0.4
Cc1cc([N+](=O)[O-])c(C(C)(C)C)cc1N
→ -2	6	-10	89*	3	13	0.024	13	0.1
Cn1nc(C(=O)Nc2cccc(C(F)(F)F)c2)ccc1=O
→ -2	-2	2	1	6	11	-0.52	-1	1
COC(=O)\C(C(C)=O)=C(/C=C/C=C/N(C)C)N(C)C
→ -2	5	-11	2	-4	23	-0.83	11	1
CCOC(=O)CC1C(=O)NCCN1Cc1cccc(OC)c1 (centres undefined)
→ -1	0	-10	35	3	-1	0.25	9	0.7
O=C(c1cnn2cccnc12)N1CCN(c2ccccc2)CC1
→ -7	-8	-4	87*	9	8	0.39	4	0.1
Cc1nc2ncnn2c(C)c1CCC(=O)O
→ -1	-3	-8	-3	-2	2	-0.32	8	1
Cc1[nH]c2ccccc2c1SCC(=O)O
→ -6	·	6	·	·	10	-0.44	-1	·
O=C(CC(C(=O)O)N1CCOCC1)Nc1ccc(Cl)cc1 (centres undefined)
→ -8	-7	-24	-12	0	4	-1.1	24	1.1
Cc1cc(NC(=O)C2CC(c3ccc(F)cc3)=NO2)no1 (centres undefined)
→ -3	-2	-2	43	-4	8	-0.11	0	0.6
COc1ccc(C(=O)O)cc1Nc1cc(C)nc2ncnn12
→ -4	-6	3	-4	-8	16	-0.11	-1	1
Cc1sc2c(c1C)CN(C1CC(C)(C)NC(C)(C)C1)CN2C(=O)c1ccco1
→ -4	3	-8	5	-14	18	·	9	1
COc1cccc(CNCCOCCO)c1OC
→ 1	10	-4	3	4	1	-0.87	3	1
Cc1nn(-c2ccccc2)c2c1C(=O)N(c1ccccc1)C(=O)C(C)(C)C2
→ -1	35*	·	14	4	-3	-0.077	·	0.9
CCCCCCOC(=O)CCn1[nH]c(=O)c2ccccc2c1=O
→ ·	21	·	56*	4	·	0.29	·	0.4
C=CCn1c(SCC(=O)Nc2ccccc2OC)nnc1-c1ccco1
→ -4	-5	6	54*	-8	-7	0.91	-7	0.5
O=C(c1cc2cc(Cl)ccc2oc1=O)N1CCCC1
→ -3	2	-6	·	1	2	0.48	8	·
Fc1ccccc1N1CCN(CC2CC3C=CC2C3)CC1 (centres undefined)
→ -5	-7	12	26	-8	-8	-0.32	-14	0.7
CCOC(=O)c1ccc(COC(=O)c2cc(=O)[nH]c3ccccc23)o1
→ 0	2	-8	70*	-7	9	-0.45	10	0.3
Cc1cc(C)c(C(=O)c2ccc(C(=O)N(C(C)C)C(C)C)cc2)c(C)c1
→ -3	14	-2	86*	-1	0	0.42	4	0.1
